Compound activity (PubChem BioAssay)
uPA surface inh: inhibitors of cell surface uPA generation. hit rate 0.31% among 330,000. Potency, µM (series often up to 38.3 µM), without a hit: at the highest dose activity change, negative = inhibition, usual class: inhibitors. AID 540303. cell surface uPA generation assay, qHTS; active = well fitted inhibition curve with a large enough effect; inconclusive = small, poorly fitted or top-dose-only effect; inactive = no such curve, though single readings can be large or run the other way; tested in mouse RAW 264.7 cells; note: potency is the fitted concentration of half-maximal effect; nearly all actives have a fitted effect of over 55% in size
Eya2 inh: inhibitors of human Eya2 phosphatase activity; recombinant Eya2, OMFP fluorescence dephosphorylation (OMFP is methylfluorescein phosphate); Potency, µM (titrated, usually from 76.9 µM), without a hit: at the top dose activity, negative = inhibition, actives largely listed as inhibitors; hit rate 0.006% among 330,000; note: potency is the fitted concentration of half-maximal effect
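Eya2 protein (added as 0.2 uM solution) was preincubated with compound for 10 min at ambient temperature in 50 mM HEPES pH 7.5, 50 mM NaCl, 5 uM MgCl2, 0.05% BSA, 1 mM DTT. OMFP (added at 50 uM) then reacted 10 min; fluorescence read at 485/525 nm.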
KCNH2 3.1 inh: inhibitors of human KCNH2 3.1 potassium channel isoform | U2OS KCNH2 3.1, thallium flux FluxOr; active compounds read low | activity change, % (tested at about 1.8 µM) | hit rate 0.95% among 340,000 | AID 720553;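 active = maximum activity change below -70%; inconclusive = maximum activity change from -70% to -50%; inactive = maximum activity change above -50%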;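 note: thallium influx rate constant from kinetic fluorescence after stimulation buffer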
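Measured as rate of thallium-driven FluxOr signal in transduced U2OS cells carrying the 3.1 channel, read kinetically for 2 min upon stimulation; values are rate constants scaled to DMSO control wells.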
FBPA coupling cs: coupling enzyme interference in Giardia aldolase counter-screen. coupling enzyme system counterscreen, AmpLite Red fluorescence. activity change, negative = inhibition, % at 58.2 µM, hits read low. hit rate 0.67% among 290,000; in the data active = activity change below about -30%
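Counterscreen lacking aldolase: glyceraldehyde-3-phosphate coupling-enzyme reagent preincubated 10 min at RT with compound (at 57.5 uM final), then substrate/coupling system with AmpLite Red added; fluorescence read at 525/598 nm after 20 min RT.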
B2AR arrestin: recruits beta-arrestin to the human beta2-adrenergic receptor; Potency, µM (top dose mostly 46.1 µM), without a hit: top-dose activation, usual class: activators; beta-arrestin recruitment to beta2AR, cell-based reporter; P07550; hit rate 0.02% among 330,000; AID 492947;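 note: potency is the fitted concentration of half-maximal effect; 0% = DMSO controls and full agonism = EC100 isoproterenol or metaproterenol; nearly all actives have a fitted effect of over 65% in size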
KCNH2 WT inh: KCNH2 (human, wildtype) channel inhibition. Q12809. U2OS, BacMam KCNH2, thallium flux FluxOr; active compounds read low. activity change, % at 1.84 µM. hit rate 0.37% among 340,000;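 active = maximum activity change below -70%; inconclusive = maximum activity change between -70% and -50%; inactive = maximum activity change above -50%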
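U2OS cells were transduced with wild-type KCNH2 virus (2.03 x 10^8 / mL) for 4 h at room temperature, then cultured overnight at 37 C. Thallium flux was read with FluxOr dye. Rate constants were normalized to DMSO controls.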
Giardia kill: Giardia lamblia killing; Giardia lamblia trophozoite viability; activity change, % at 7.66 µM, hits read low; hit rate 0.15% among 340,000; in the data active = activity change below about -80%; inconclusive = between about -30% and that limit;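 note: parasites exposed to compound for two days anaerobically before the ATP read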
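Anaerobic 48 hrs incubation at 37 deg C of 100 trophozoites/well with test compounds; ATPLite 1-Step luminescence, 15-30 min RT, reports cellular ATP as viability.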
USP2a inh: USP2a (human) protease inhibition | USP2 core, Ub-CHOP2 coupled fluorogenic reporter, 485/531 | Potency, µM (titrated, usually from 38.3 µM), inactives show top-dose activity change, negative = inhibition, actives largely listed as inhibitors | hit rate 0.01% among 330,000;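 note: potency is the fitted concentration of half-maximal effect; plate controls were DMSO wells for no effect and full inhibition by NEM control for full effect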
Target sequence (O75604 whole entry, looked up): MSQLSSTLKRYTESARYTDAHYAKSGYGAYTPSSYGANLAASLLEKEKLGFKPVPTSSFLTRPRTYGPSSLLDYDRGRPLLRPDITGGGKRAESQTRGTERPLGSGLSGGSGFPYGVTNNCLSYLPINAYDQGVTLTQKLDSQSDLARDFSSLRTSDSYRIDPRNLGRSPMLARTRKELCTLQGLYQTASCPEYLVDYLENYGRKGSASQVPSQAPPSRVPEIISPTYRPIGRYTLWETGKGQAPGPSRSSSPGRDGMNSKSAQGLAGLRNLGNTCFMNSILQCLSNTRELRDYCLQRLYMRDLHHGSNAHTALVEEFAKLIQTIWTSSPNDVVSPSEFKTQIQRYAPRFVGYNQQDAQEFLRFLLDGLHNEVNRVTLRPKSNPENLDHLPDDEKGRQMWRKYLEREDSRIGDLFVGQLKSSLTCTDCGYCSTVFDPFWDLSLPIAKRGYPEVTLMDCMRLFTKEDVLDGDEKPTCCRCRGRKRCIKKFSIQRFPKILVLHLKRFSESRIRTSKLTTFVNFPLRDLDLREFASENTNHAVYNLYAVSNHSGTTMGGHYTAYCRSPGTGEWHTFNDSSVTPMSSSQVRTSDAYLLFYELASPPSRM
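Cell-free coupled assay: 10nM USP2 core preincubated 30min RT with compound in Tris-HCl pH 8.0/CaCl2/CHAPS buffer, then 25nM Ub-CHOP2 and 25nM reporter substrate; fluorescence (Ex 485/Em 531) read after 60min RT, normalized to NEM inhibition, concentration-response curves fitted.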
PKM2 act: increases activity of human pyruvate kinase M2; purified PKM2, Kinase-Glo ATP luminescence, activation; response scale: 0% is enzyme alone, no compound; Potency, µM (top dose mostly 57.5 µM), without a hit: at the highest dose activation, actives largely listed as activators; hit rate 0.34% among 260,000; AID 1631; note: potency is the fitted concentration of half-maximal effect; nearly all actives have a fitted effect of over 55% in size
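Kinase-Glo luminescence reports ATP generated from ADP (0.1 mM) and PEP (0.5 mM) by purified hPK-M2 after 1 h at room temperature, pH 7.2 imidazole buffer; intermediate enzyme activity allows detecting inhibitors and activators.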
GALK inhibitor: galactokinase (human) inhibition. hit rate 0.007% among 270,000. Potency, µM (top dose mostly 57.5 µM), for the others: at the top dose activity change, negative = inhibition, most hits filed as inhibitors. P51570. AID 1868. Purified GALK, Kinase-Glo residual ATP luminescence; note: potency is the fitted concentration of half-maximal effect
Target sequence (P51570 whole entry, looked up): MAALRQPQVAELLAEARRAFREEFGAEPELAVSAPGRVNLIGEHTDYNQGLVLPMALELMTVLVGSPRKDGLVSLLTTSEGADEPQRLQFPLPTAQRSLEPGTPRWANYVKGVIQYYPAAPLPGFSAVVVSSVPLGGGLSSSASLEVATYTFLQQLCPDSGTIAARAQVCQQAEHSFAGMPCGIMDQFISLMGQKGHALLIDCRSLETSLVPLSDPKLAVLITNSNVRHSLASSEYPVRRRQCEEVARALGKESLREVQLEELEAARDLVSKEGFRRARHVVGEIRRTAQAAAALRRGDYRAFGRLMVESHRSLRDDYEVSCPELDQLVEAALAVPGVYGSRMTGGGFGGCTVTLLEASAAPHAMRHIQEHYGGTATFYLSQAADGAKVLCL
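ATP-depletion format; final 35 uM ATP, 100 uM D-galactose, 5 nM enzyme; pH 8.0 HEPES/Mg2+ buffer; 60 min RT; luminescence read 10 min after detection reagent.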
Chronic BCR inh: inhibitors of chronic active B-cell receptor signaling; ABC-DLBCL IkBa-CBG/CBR reporter, luminescence ratio, 4 h; Potency, µM (series often up to 46.1 µM), for the others: at the highest dose ratio change, negative = lower green/red ratio, usual class: inhibitors; hit rate 0.05% among 340,000; active = well fitted inhibition curve with a large enough effect in the signal ratio, with a control signal flat, not every such curve was filed as active; inconclusive = small, poorly fitted or top-dose-only effect, or effect the other way, or a change in a side signal; the % refers to the signal ratio;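 note: potency is the fitted concentration of half-maximal effect; plate controls were basal doxycycline-induced cells for no effect and cells given 10 µM MG132 for full effect; MG132 reads +100%, hits lower the ratio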
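Compounds up to 46 uM were incubated four hours with TMD8 cells whose green CBG68 luciferase is fused to IkappaBalpha; red CBR luminescence normalised the signal, and concentration-effect curves were fitted to fusion, red and ratio data.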
* = called active by the depositor; ? = inconclusive; nt = not tested or not shown; [ ] = another dose, or the depositor's remark. Unless noted, calls come from the whole dose curve; as a rule, active = well fitted curve in the direction sought with a large enough effect; inconclusive = small, poorly fitted or top-dose-only effect, or another doubt; inactive = no such curve, though single readings can be large; an effect the other way counts as inactive or inconclusive. Unless noted, % is set by controls: 0 for no effect and ±100 for the full control effect. Rows were taken by chance; 2.4% or so of the library scored in one or more.

SMILES	uPA surface inh	Eya2 inh	KCNH2 3.1 inh	FBPA coupling cs	B2AR arrestin	KCNH2 WT inh	Giardia kill	USP2a inh	PKM2 act	GALK inhibitor	Chronic BCR inh
Cc1nn(C)cc1CN(C)S(=O)(=O)c1cccc([N+](=O)[O-])c1	-12%	-6%	8	0	0.5%	-3	3	13%	5%	0%	2%
O=C(Cc1ccc(Cl)cc1)N/N=C/c1c(Cl)cccc1Cl	-1%	-11%	-24	3	6.7%	-6	?	-1%	-1%	-3%	0%
O=S(=O)(c1cccc2cccnc12)N1CCN(Cc2ccccc2)CC1	2%	-3%	-11	1	-0.7%	3	-22	0%	13%	0%	-14%
O=C(c1ncc[nH]1)c1ccco1	0%	-1%	-5	4	-0.9%	15	-4	-3%	-3%	1%	0%
CC(C)CNS(=O)(=O)c1ccc(CCC(=O)O)cc1	7%	8%	5	7	-0.3%	7	-5	2%	-3%	2%	0%
COc1ccc(CNC(=O)CN2C(=O)CSc3ccc(S(=O)(=O)N4CCOCC4)cc32)cc1	-6%	-3%	-3	6	0.2%	-1	2	4%	7%	3%	-4%
COc1cc(C(=O)O)ccc1O	-3%	0%	11	4	-0.7%	-1	9	2%	-2%	nt	5%
Cc1c(CCC(=O)N[C@@H](CC(C)C)C(=O)O)c(=O)oc2c(C)c3oc4c(c3cc12)CCCC4	-1%	2%	0	0	-0.4%	0	-8	2%	nt	-4%	0%
Cc1ccc(-n2c(CSc3nc(C)cc(C)n3)nnc2SCC(=O)NCc2ccco2)cc1	0%	11%	1	2	-0.4%	-6	0	-7%	-5%	0%	4%
Cc1ccc(/C=N/NC(=O)c2nnn(-c3nonc3N)c2CN(C)C2CCCCC2)cc1	13%	-1%	-6	2	-0.2%	20	19	5%	nt	3%	-1%
Cc1c(NC(=O)COC(=O)Cc2ccc(Br)cc2)c(=O)n(-c2ccccc2)n1C	-13%	-1%	-9	nt	-0.9%	-3	30	2%	nt	nt	0%
COCCNC(=S)N/N=C(\C)c1cccc([N+](=O)[O-])c1	-2%	-2%	19	0	0.3%	9	-1	0%	16%	-2%	?
CCOC(=O)C1=C(C)N(C)C(=S)NC1c1cccc(Cl)c1Cl (configuration not stated)	-1%	-6%	2	1	0.3%	-9	20	0%	8%	4%	-1%
O=C(Cc1ccc(S(=O)(=O)N2CCOCC2)s1)N1CCN(c2ccc(C(F)(F)F)cc2[N+](=O)[O-])CC1	-5%	-3%	-10	nt	0.4%	-4	-11	2%	nt	nt	10%
O=C(NC(=S)Nc1ccc(-c2nc3ncccc3o2)cc1)c1ccccc1F	-6%	-2%	4	4	-0.1%	1	13	-6%	3%	2%	-3%
O=C1CN(C(=O)COC(=O)CNC(=O)c2ccc(Cl)cc2)c2ccccc2N1	0%	-7%	4	0	0.0%	-9	2	3%	2%	1%	1%
COc1cccc(-c2cc(C(F)(F)F)nc(-n3ccc([N+](=O)[O-])n3)n2)c1	7%	-3%	-3	0	-0.4%	-1	?	2%	-10%	5%	-2%
CCOCCn1c(N2CCN(c3ccccc3)CC2)nc2c1c(=O)n(C)c(=O)n2C	0%	10%	-1	1	0.1%	-1	24	-1%	5%	0%	?
CC1CN=C(NC(=O)c2cccc([N+](=O)[O-])c2)S1 (configuration not stated)	-3%	3%	-19	-3	0.2%	-7	5	10%	-7%	0%	?
O=C(/C=C/c1cccc([N+](=O)[O-])c1)NCCN1C(=O)S/C(=C\c2ccc(F)cc2)C1=O	2%	-1%	?	1	2.3%	38	29	2%	3%	1%	0%
Cc1cccc(NC(=O)CSc2nnc3ccc(-c4ccccn4)nn23)c1	2%	6%	-9	nt	-0.7%	6	-11	-1%	nt	nt	8%
O=C(Nc1ccc(N2C(=O)c3cccc4cccc(c34)C2=O)cc1)c1ccc(N2CCCCC2)c([N+](=O)[O-])c1	9%	-4%	2	-3	-0.1%	-2	22	1%	-3%	2%	1%
Cn1cc(Br)c(C(=O)NNC(=O)c2ccccc2)n1	-1%	2%	13	3	-0.7%	-6	12	3%	6%	1%	-26%
Cc1ccccc1NC(=O)C(=O)NCCc1ccccc1	-7%	-1%	3	4	-0.8%	-1	-21	3%	4%	1%	?
COc1cccc(N2CCN(c3ccc(S(=O)(=O)N4CCCC4)cc3)CC2)c1	2%	0%	3	0	0.4%	2	13	-1%	-4%	2%	0%
Cc1cc2nc(C)n(CCCNC(=O)Nc3ccc(F)cc3)c2cc1C	5%	-15%	-8	-4	0.1%	5	3	0%	2%	-2%	4%
COc1ccc(NC2CCCN(C(=O)c3ccc(OC)cc3OC)C2)cc1 (configuration not stated)	10%	-12%	-13	-2	0.3%	2	3	0%	4%	2%	1%
O=C(NC1(Cc2ccc(O)cc2)CCCCC1)c1ccccc1	4%	5%	13	0	-1.8%	4	0	4%	0%	-1%	-1%
CCOC(=O)c1cc(C)sc1NC(=O)CCC(=O)O	nt	15%	3	8	0.0%	28	2	-4%	0%	0%	6%
CCCCn1c(=O)[nH]c2ccccc21	11%	9%	15	-2	0.4%	0	-28	0%	3%	1%	10%
COc1cccc2cc(C(=O)Nc3cccc(C)n3)c(=O)oc12	-4%	2%[15.4 µM]	5	0	0.6%	28	?	5%	-4%	2%	-5%
O=[N+]([O-])c1ccc(Nc2c3ccccc3nc3ccccc23)cc1	0%	-5%	-45	0	-0.1%	2	4	0%	3%	-3%	?
CC(C)COC(=O)Nc1nnc(SCc2ccccc2F)s1	3%	9%	-4	1	-0.1%	-2	-1	1%	-13%	-1%	9%
Cc1cc2c(cc(C(=O)OC(C(=O)NCC3CCCO3)C(C)C)n2C)o1 (configuration not stated)	-2%	-1%	6	-3	0.1%	-4	26	-1%	1%	-1%	?
CCOC(=O)NC(N(O)c1cccc(Cl)c1)C(Cl)(Cl)Cl (configuration not stated)	3%	-1%	1	-3	0.2%	1	-6	2%	2%	-2%	-14%
Cc1ccc(S(=O)(=O)N2CCN(C(=O)c3ccccc3OCc3c(C)noc3C)CC2)cc1	?	-3%	16	nt	-0.7%	35	-24	0%	nt	nt	-1%
O=C(CSc1n[nH]c(-c2ccncc2)n1)Nc1ccccc1	0%	4%	-9	0	-0.5%	0	-25	4%	3%	6%	-17%
COc1ccccc1OCCNC(=O)c1cc(F)c(F)cc1Cl	-1%	2%	-3	-2	-0.8%	0	16	3%	-11%	0%	-1%
COc1ccc(C(=O)Nc2c(Cl)cc(Cl)cc2C(=O)NCc2ccco2)cc1	nt	4%	11	3	0.1%	-21	7	0%	-12%	0%	13%
Cc1ccc(-c2ccc(SCC(=O)NC3CCCCC3)nn2)cc1	?	4%	6	nt	0.1%	-6	?	1%	-4%	-2%	2%
CCCc1sc(N)nc1-c1ccc(Cl)cc1	0%	-4%	-11	1	-0.6%	-4	0	-1%	11%	1%	18%
CCOc1ccc(NC(=O)N2CCN(S(C)(=O)=O)CC2)cc1	-13%	4%	-26	0	-0.3%	-1	41[activator]	6%	4%	-1%	-1%
CCOC(=O)C1(C(F)(F)F)N=C(c2ccccc2F)OC(N(C)C)=N1 (configuration not stated)	0%	-16%	5	1	-0.2%	2	2	0%	-3%	11%	4%
CCOc1ccc2[nH]c3nc(SCC(=O)NC4CCCC4)nnc3c2c1	1%	3%	-4	-1	0.5%	-1	-17	1%	2%	-1%	3%
Cn1nccc1C(=O)N1CCCC(N2CCN(c3cccc(C(F)(F)F)c3)CC2)C1 (configuration not stated)	nt	-5%	nt	nt	-0.5%	nt	nt	0%	-2%	-1%	1%
Cc1n[nH]c(C)c1N1C(=O)c2cccc3c(Br)ccc(c23)C1=O	-2%	-2%	-1	1	-0.1%	-6	-1	1%	-17%	-1%	?
CC(=O)N(c1nnc(-c2ccc(C)cc2)s1)C1CCCC1	-3%	-3%	-15	-1	0.6%	26	15	0%	0%	-3%	?
O=C(Nc1ccc(Oc2ccc(NC(=O)Nc3ccc([N+](=O)[O-])cc3)cc2)cc1)Nc1ccc([N+](=O)[O-])cc1	0%	13%	15	0	-0.9%	1	0	12%	3%	nt	?
CCOC(=O)c1c(O)cc(OC)cc1CCc1ccccc1	-2%	-9%	-4	nt	-0.6%	-4	11	0%	nt	nt	?
COC(=O)C1=C(C)NC(=O)/C1=C\c1ccc2c(c1)OCO2	1%	20%	2	1	-0.8%	-3	-13	3%	5%	-3%	?
Fc1cccc(Cl)c1CNC(c1ccccc1)c1ccccc1	4%	6%	-12	-2	0.0%	-2	13	-1%	-18%	-2%	?
